# High-throughput results (PubChem)
# m5-HT2A agonist: agonists of mouse serotonin 5-HT2A receptor (HTR2A); P35363; CHO-K1 mHTR2A beta-arrestin complementation, luminescence; percent of 30 µM serotonin response; activation, % at 7.6 µM; hit rate 0.66% among 360,000;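 active means activation above a run cutoff, the mean activation of all tested compounds plus 3 SD, cut at about 14% in these data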;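 further: 0% = plate median of compound wells and 100% = 30 µM serotonin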
# Target sequence (P35363 whole entry, looked up): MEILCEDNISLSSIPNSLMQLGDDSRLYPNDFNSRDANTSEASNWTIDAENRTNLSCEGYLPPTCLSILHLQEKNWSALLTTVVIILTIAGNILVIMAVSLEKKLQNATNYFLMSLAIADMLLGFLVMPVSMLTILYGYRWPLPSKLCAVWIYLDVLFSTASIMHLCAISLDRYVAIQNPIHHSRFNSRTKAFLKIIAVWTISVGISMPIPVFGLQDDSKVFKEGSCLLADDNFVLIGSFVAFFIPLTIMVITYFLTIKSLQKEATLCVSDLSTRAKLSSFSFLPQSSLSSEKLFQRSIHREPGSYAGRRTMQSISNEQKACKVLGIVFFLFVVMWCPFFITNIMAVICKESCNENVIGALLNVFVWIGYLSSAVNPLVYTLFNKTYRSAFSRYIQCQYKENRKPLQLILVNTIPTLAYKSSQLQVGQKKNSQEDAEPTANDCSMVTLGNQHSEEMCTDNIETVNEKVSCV
# CaV13 FRET inh: Primary screen for inhibitors of IQ motif and Ca2+-dependent inactivation inhibitor domain binding in CACNA1D, Förster resonance energy transfer in living cells, …; HEK cells, CFP/YFP FRET ICDI-IQ, plate reader, 10 min; percent FRET-ratio fall versus neutral wells; inhibition, % at 12.3 µM; hit rate 0.098% among 340,000;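 active means mean replicate inhibition of at least 30% and at least 1% of replicates passing that level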;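 further: 0% = median of the neutral control wells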
# MC4R barr agon: human MC4R agonism via beta-arrestin. P32245. U2OS MC4R beta-arrestin complementation, luminescence; percent of melanotan II response, DMSO zero. activation, % at 8.9 µM. hit rate 0.98% among 360,000. AID 540308;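 active means activation above a per-plate cutoff, the mean activation of sample wells on that plate plus 3 SD, cut at about 8% in these data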
# ABCB6 inh 2: blocks the human ABCB6 transporter. fluorescence ratio to DMSO, % at 10 µM. hit rate 0.19% among 360,000. K562-ABCB6 porphyrin accumulation, flow cytometry, 1 h; stronger effect = lower value;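 active means fluorescence ratio to DMSO below 75%, the collection mean minus 3 SD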;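 further: signal is porphyrin accumulated inside mitochondria; 100% equals median channel fluorescence of DMSO control wells; lower ratio means ABCB6 inhibition with less porphyrin fluorescence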
# Exocytosis inh: lytic granule exocytosis inhibition; TALL-104 LAMP-1 surface exposure, flow cytometry; cells stimulated with thapsigargin and PMA; inhibition, % at 10 µM; hit rate 0.66% among 360,000; AID 651702;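 active means inhibition above about 55%, limit read from the data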
# H9c2 protect: protects H9c2 cardiomyocytes from peroxide injury; AID 588492; H2O2 injury protection, ATPLite, 2 h; hit rate 0.63% among 360,000; protection from H2O2 cell death, % at 20 µM;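 active means compounds giving at least 50% protection of heart cells from peroxide-induced death in the single-dose screen, raw or plate-pattern-corrected value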;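 further: 0% = DMSO wells with peroxide and 100% = DMSO wells without peroxide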
# PDI turbidity: inhibitors of human protein disulfide isomerase; P07237; PDI insulin aggregation turbidity, A650, 90 min; inhibition, % at 10 µM; hit rate 0.052% among 350,000;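 active means mean inhibition across replicates of 30% or more, whatever share of single replicates reach that level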;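 further: absorbance from insulin aggregation driven by PDI reduction with DTT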
# Target sequence (P07237 whole entry, looked up): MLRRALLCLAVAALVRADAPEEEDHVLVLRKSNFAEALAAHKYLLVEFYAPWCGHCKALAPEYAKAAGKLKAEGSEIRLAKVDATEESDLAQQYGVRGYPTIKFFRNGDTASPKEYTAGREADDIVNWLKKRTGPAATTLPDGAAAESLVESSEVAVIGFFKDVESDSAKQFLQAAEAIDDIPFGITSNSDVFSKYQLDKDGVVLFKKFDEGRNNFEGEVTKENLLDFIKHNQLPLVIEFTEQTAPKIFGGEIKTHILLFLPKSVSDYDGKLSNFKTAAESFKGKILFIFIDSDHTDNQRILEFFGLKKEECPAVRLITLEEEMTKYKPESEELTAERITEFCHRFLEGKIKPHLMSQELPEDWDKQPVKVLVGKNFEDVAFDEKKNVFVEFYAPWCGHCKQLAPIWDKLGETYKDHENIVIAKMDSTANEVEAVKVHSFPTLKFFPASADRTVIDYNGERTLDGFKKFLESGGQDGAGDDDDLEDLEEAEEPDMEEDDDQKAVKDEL
# Glyco luc inh: N-linked glycosylation inhibition; reporter increase, % at 12.5 µM; D54 ERlucT glycosylation luciferase reporter, 24 h; percent of 100 nM tunicamycin response; hit rate 0.23% among 360,000;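 active means mean luciferase reporter signal, scaled so untreated is 0 and the glycosylation-blocking control 100, at or above a set limit in every replicate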;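 further: luciferase carries N-glycosylation sites so blocking glycosylation raises the light; 0% = median of neutral control wells and 100% = median of 100 nM tunicamycin wells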
# MC4R antag cAMP: blocks human MC4R cAMP signaling | MC4R-expressing cells, MTII-stimulated cAMP, LANCE TR-FRET | inhibition, % at 6.5 µM | hit rate 0.48% among 360,000 | AID 540295;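 active means inhibition above its plate's cutoff, the mean of tested wells on that plate plus 3 SD, cut at about 29% in these data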;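 further: 0% = Melanotan II alone and 100% = Melanotan II plus saturating MCL0020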
#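 material = U2OS cells stably expressing human melanocortin 4 receptor (MC4R) | also added = Melanotan II challenge | dosing = single nominal compound dose of 6.5 µM | detection = TR-FRET with Eu-cAMP and labeled anti-cAMP, 671 nm | replication = singlicate | timing = compound 30 min, challenge 1 h, detection 1 h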
# ABHD5-PLIN5 inh: inhibitors of human ABHD5-perilipin-5 interaction; AID 602281; inhibition, % at 4 µM; Q00G26+Q8WTS1; hit rate 0.78% among 360,000; Split G. princeps luciferase complementation, luminescence, 4 h;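 active means inhibition above the mean inhibition across every tested compound plus 3 SD, cut at about 22% in these data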;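 further: 0% = DMSO only wells and the 100% control is not disclosed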
# * marks the source's active call; other numbers are inactive results; / = not tested or not shown. No enrichment for hits. Share with any hit: about 4.2%.
No.	smiles	MC4R barr agon	Exocytosis inh	MC4R antag cAMP	PDI turbidity	H9c2 protect	CaV13 FRET inh	ABCB6 inh 2	m5-HT2A agonist	Glyco luc inh	ABHD5-PLIN5 inh
1	CC(=O)Nc1ccc(S(=O)(=O)N2CCC(N3CCCCC3)CC2)cc1	1.7	30	7	19	9	-3	97	-6	-2	-1
2	O=C(Nc1nccs1)C1CCCN(S(=O)(=O)c2cccc3cccnc23)C1 (centres undefined)	0.2	5	7	/	-3	-2	101	3	1	3
3	Cc1ccc(C(=O)O/N=C(\N)c2ccccc2)c(Cl)c1	1.2	-8	-7	-5	-22	-4	100	3	-20	-5
4	Cc1ccc(NC(=O)c2ccc(C#CC3(O)CCCCC3)cc2)cc1C	9.0*	11	6	-1	-6	-8	103	-1	-1	-5
5	COc1ccc(N=Cc2ccccc2O)cc1	-1.0	-4	4	-1	11	-5	103	-4	-2	0
6	NC(=O)CCCn1c(C(=O)c2ccc(Cl)cc2)c2ccc(C(F)(F)F)cc2[n+]1[O-]	-0.6	-4	-3	8	-7	-11	95	-1	6	5
7	Cc1cc(C)nc(NC(=NCCc2c[nH]c3ccccc23)NC(=O)Nc2ccccc2)n1	-1.6	6	11	-6	6	-5	98	4	14	2
8	CCC(=O)Nc1cccc(NC(=O)c2ccccc2Cl)c1	-2.4	4	7	0	7	-5	113	2	1	2
9	O=C(OCC(=O)N1CCc2ccccc21)c1ccccc1[N+](=O)[O-]	-2.7	0	-3	-6	-24	-3	101	-2	-11	-2
10	Cc1csc(NC(=O)c2ccccc2)n1	-0.5	-4	1	10	4	-3	95	2	-4	1
11	Cc1ccc2c(CSc3nc4ccccc4c(=O)n3CCCO)cc(=O)oc2c1C	-0.7	-4	-38	5	11	-7	101	3	2	1
12	O=C(NCC(=O)N1CCCC(C(F)(F)F)C1)c1ccco1 (centres undefined)	-0.4	1	4	2	-10	-6	104	-4	3	-10
13	Cc1ccccc1C(=O)NCC(=O)NNC(=O)CCN1CCN(c2ccccc2)CC1	-2.5	1	13	-1	3	-12	97	8	2	-4
14	Cc1ccccc1C(=O)NC(=S)NCc1cccnc1	-0.3	-1	3	4	1	5	96	2	1	-1
15	O=C(NNC1CC(=O)N(c2ccc(F)cc2)C1=O)c1cccnc1 (centres undefined)	0.6	-1	-1	1	4	-5	96	4	-1	-1
16	COc1cccc(C2c3[nH]c4ccccc4c3CCN2Cc2cccc(C)n2)c1 (centres undefined)	-1.8	-6	21	-3	-2	8	100	-3	1	3
17	CCc1cccc(CC)c1NC(=O)CN1CCN(S(=O)(=O)c2ccccc2)CC1	-2.3	18	-1	1	0	-5	97	-3	0	-2
18	O=[N+]([O-])c1ccccc1OCC(O)CN1CCN(CC(O)COc2ccccc2[N+](=O)[O-])CC1 (centres undefined)	0.1	6	3	-3	-1	15	97	-9	2	6
19	CN1C(=O)/C(=C/c2ccc(C(=O)NC3CCCC3)cc2)Oc2ccccc21	-1.7	-2	8	0	8	-7	102	-1	14	0
20	CCOc1cc(C(=O)NC(=S)Nc2nc(C)cc(C)n2)cc(OCC)c1OCC	-2.7	3	2	1	0	-20	96	0	3	-5
21	COc1ccc(NC(=O)CON=CC(=O)Nc2ccc(C)cc2)c(OC)c1	-1.1	-3	2	-3	-6	-6	94	1	2	2
22	O=C(Nc1ccc2c(c1)OCO2)c1noc2c1CCCCC2	-1.5	2	12	-1	-10	-3	103	-2	-11	5
23	CCC1=NN(C(=O)Cc2ccc([N+](=O)[O-])cc2)C(O)(C(F)(F)F)C1 (centres undefined)	-0.7	-7	-1	1	0	-4	97	3	-1	-3
24	CC(=O)Nc1ccc(C(=O)NNC(=O)c2cccs2)cc1	-1.8	-2	6	-6	2	1	103	3	2	2
25	CCOC(=O)CC(=O)NC(CC(=O)OC)c1ccc(C(C)C)cc1 (centres undefined)	-0.9	0	3	0	7	4	100	-4	2	-7
26	COC(=O)C1CCN(C(=O)c2cc(=O)[nH]c3ccccc23)CC1	-1.9	-1	-1	0	23	-21	102	5	1	-1
27	CON(C)S(=O)(=O)c1cccc(C(=O)Nc2cccc(S(=O)(=O)NC3=NCCCCC3)c2)c1	-2.1	-6	3	9	-7	-9	92	-6	-5	7
28	CCOC(=O)c1cnn(-c2ccccc2)c1-c1ccccc1	-2.3	1	3	-5	-8	/	92	-1	2	-4
29	O=C(Cn1c2[n+](c3ccc(C(F)(F)F)cc31)CCCCC2)c1ccc2c(c1)OCCO2	-0.1	3	1	2	-1	-4	98	4	1	-6
30	Cc1ccc(S(=O)(=O)N2CCN(C(=O)CCC(=O)N3CCc4ccccc43)CC2)cc1	-0.8	-2	-4	-5	6	/	96	2	4	3
31	CNC(=S)NNC(=O)c1cccc(C(F)(F)F)c1	-0.5	1	10	8	1	-7	100	-5	2	1
32	CCC(C)(C)c1ccc(OCC(=O)N(C)C)c(C(C)(C)CC)c1	-0.2	0	6	-11	-8	9	92	-5	-4	-7
33	CCOc1ccc(NC(=O)COC(=O)CN2CCCCCC2=O)cc1	-1.6	5	2	-19	6	-6	93	-2	2	-8
34	O=C(Nc1ccccc1[N+](=O)[O-])C1=C(O)CCn2c1nc1ccccc12	0.5	4	-25	-13	-2	-7	97	3	-4	13
35	CCCCC(C(=O)O)C(C)CC(=O)Nc1ccn(-c2ccccc2)n1 (centres undefined)	-1.1	3	11	-1	3	/	107	-4	1	1
36	COc1ccc(S(=O)(=O)N2CCC(C(=O)NCC(=O)Nc3c(C)cccc3C)CC2)cc1OC	2.1	4	0	5	-4	-2	100	10	-1	1
37	Cc1ccccc1NC(=S)Nc1cccc([N+](=O)[O-])c1	-0.8	17	-2	-1	5	/	106	3	0	0
38	C[C@H]1CN([C@@H](C)CO)C(=O)c2cccc(NC(=O)C3CC3)c2O[C@H]1CN(C)Cc1ccc(-c2ccccc2)cc1	-1.3	-8	9	3	10	-13	103	-3	-3	6
39	O=C(NCc1cccs1)Nc1ccc(Cl)cc1	1.0	-1	-4	-2	-16	-5	99	-8	0	0
40	Cn1c(NCCOc2ccccc2Cl)nc2cc(-c3ccc(F)cc3)sc2c1=O	0.9	1	12	-1	-5	-6	99	4	-2	-7
41	Cc1ccc(NC(=O)COC(=O)c2cccnc2Cl)cc1S(=O)(=O)N1CCOCC1	-0.2	-4	7	-8	-10	-14	95	-7	-1	-5
42	COC[C@@H]1CCCN1c1ccc2c(c1)O[C@H](COCc1ccccc1)CN([C@H](C)c1ccccc1)S2(=O)=O	/	-5	/	/	/	-7	97	-1	/	2
43	COc1ccc(NC(=O)N(C)C[C@@H]2OCc3cnnn3CCCC(=O)N([C@@H](C)CO)C[C@H]2C)cc1	1.2	-2	7	11	-4	-9	98	-1	1	9
44	Cc1ccccc1NC(=S)NC(=O)C1CCCCC1	-2.4	0	1	-7	-7	-6	95	0	1	-4
45	O=C(O)C1CC(O)CN1c1nc(Cl)ccc1[N+](=O)[O-] (centres undefined)	-3.8	0	-3	6	1	-5	104	-3	2	-6
46	CCn1cnc2c1c(=O)n(CC(=O)NCC(F)(F)F)c(=O)n2Cc1ccccc1	-0.8	-1	-3	-4	-3	-3	100	-1	4	-5
47	O=C(NCCOC(=O)c1ccc(C(=O)OCCNC(=O)c2cccnc2)s1)c1cccnc1	-1.0	-4	3	5	5	-3	95	-5	2	-3
48	CCNC(=O)C1Cc2ccccc2CN1S(=O)(=O)c1ccc(F)cc1 (centres undefined)	0.8	-7	2	-5	-5	1	93	-4	1	0
49	O=C(NNC(=O)c1ccc(S(=O)(=O)N2CCOCC2)cc1)c1ccccc1	0.2	3	7	4	-5	-4	105	-2	-1	-5
50	COc1ccccc1C(c1nnnn1C1CCCC1)N1CCN2CCCC2C1 (centres undefined)	-1.2	0	-3	-2	3	/	99	-5	-1	-1
51	O=C(COC(=O)c1cc([N+](=O)[O-])ccc1Cl)NC1CCCC1	0.2	20	0	2	-2	-4	100	-10	1	-10
52	CSCCC(c1nc2ccccc2[nH]1)n1c(-c2ccc(C)cc2)nc2ccccc21 (centres undefined)	/	-2	/	/	/	-9	/	4	/	-11
53	Nc1cc(C(=O)OCC(=O)NC(c2ccccc2)c2ccccc2)ccc1Cl	1.4	0	1	1	0	-18	93	-1	-1	2
54	COC(=O)[C@]12CCCCC=C1N(Cc1cccc3ccccc13)C(=O)[C@H](CC(=O)N1CCN(C(=O)c3ccco3)CC1)C2	/	2	/	/	/	-9	98	1	/	-2
55	CN(C1CCCCC1)S(=O)(=O)c1ccc(Cl)c(C(=O)O)c1	1.3	0	10	5	0	-5	97	11	2	7
56	O=C(CN1C(=O)C2CC=CCC2C1=O)NCc1ccc2c(c1)OCO2 (centres undefined)	-1.2	2	0	-1	5	/	105	-1	0	0
57	C[C@H](CO)N1C[C@H](C)[C@@H](CN(C)S(=O)(=O)c2cccs2)Oc2ccc(NS(=O)(=O)c3ccc(F)cc3)cc2C1=O	0.2	7	8	23	0	-6	95	10	4	-2
58	O=C(COC(=O)CCC(=O)c1cccs1)Nc1cccc(S(=O)(=O)N2CCOCC2)c1	-1.2	0	22	1	-8	-3	92	-5	-1	6
59	CC(=O)N1N=C(c2ccccc2O)OC1(C)CC(=O)Nc1ccccc1 (centres undefined)	1.0	-16	2	-15	12	-8	105	-2	1	-2
60	COc1ccc(Sc2ccccc2CN(C)C)cc1OC	-1.4	0	8	1	-2	-5	91	2	-2	0

# (list continues)
No.	smiles	MC4R barr agon	Exocytosis inh	MC4R antag cAMP	PDI turbidity	H9c2 protect	CaV13 FRET inh	ABCB6 inh 2	m5-HT2A agonist	Glyco luc inh	ABHD5-PLIN5 inh
61	COc1cccc(NC(=O)COC(=O)c2c(F)cccc2F)c1	-1.5	-3	17	5	-6	-6	100	3	2	4
62	O=C1CN(C(=O)NCC(=O)N[C@@H](Cc2ccccc2)C(=O)O)c2ccccc2N1	-0.4	4	3	/	-5	/	101	4	0	0
63	COc1ccc(CN(C)C[C@H]2OCCCC[C@H](C)Oc3ccc(NC(=O)CCC(F)(F)F)cc3C(=O)N([C@@H](C)CO)C[C@@H]2C)cc1	1.7	3	-3	-1	-10	-2	100	4	0	14
64	O=C(COC(=O)c1ccc(OC(F)F)cc1)NCCC1=CCCCC1	-3.1	-3	-4	-4	-12	-2	96	4	0	-2
65	COc1ccc(-c2cc(CNS(=O)(=O)c3ccc(F)cc3)on2)cc1	1.4	3	0	5	-2	-2	94	-3	-1	-3
66	O=C(NCc1ccco1)c1ccc(COCC(F)(F)C(F)F)cc1	2.9	1	12	-7	5	/	94	0	-2	0
67	Cc1cc(N2CCCC2=O)cc(C)c1S(=O)(=O)Nc1c(C)nn(C)c1C	-1.6	0	4	-2	-9	-4	101	-3	2	-5
68	O=C(CCC(=O)Nc1ccc(Cl)cc1Cl)NNC(=O)[C@@H]1CCCC[C@@H]1C(=O)O	-2.1	1	2	-27	-4	-14	93	-1	2	3
